Compound activity (PubChem)
E coli Lon inh: inhibits E. coli Lon protease; inhibition, % at 7.94 µM; P0A9M0; 360,000 tested, 0.42% active; purified E. coli Lon protease, fluorescence polarization; in the data active = inhibition above about 13%, passing the limit was not always enough;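 note: 0% = enzyme with probe and DMSO and 100% = no enzyme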
PABP1 MLLE inh: blocks PAM2 peptide binding to the PABP1 MLLE domain | GST-MLLE / FITC-PAM2 fluorescence polarization | inhibition, % at 20 µM | 360,000 tested, 0.36% active | AID 588489; in the data active = inhibition above about 35%, passing the limit was not always enough;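 note: plate controls were DMSO wells with GST-MLLE for no effect and wells lacking GST-MLLE protein for full effect; some results filed as inactive read as strong as hits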
Neddylation inh: inhibitors of human cullin neddylation | TR-FRET cullin neddylation, biochemical | calls only at 25 µM | P61081+Q13564 | 360,000 tested, 0.58% active; in the data active = inhibition above about 36%
CSN inh: CSN deneddylation inhibition. Q92905. Purified CSN, SCF-Nedd8-OG deneddylation, fluorescence polarization. inhibition, % at 12.5 µM. 360,000 tested, 0.38% active. AID 651999;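 active = pattern-corrected inhibition above about 35%, with an unprinted fluorescence ratio check between 0.5 and 1.5, limit read from the data, passing the limit was not always enough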;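 note: 0% = enzyme with substrate and 100% = substrate without enzyme; some results filed as inactive read as strong as hits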
Target sequence (Q92905 whole entry, looked up, one chain of several): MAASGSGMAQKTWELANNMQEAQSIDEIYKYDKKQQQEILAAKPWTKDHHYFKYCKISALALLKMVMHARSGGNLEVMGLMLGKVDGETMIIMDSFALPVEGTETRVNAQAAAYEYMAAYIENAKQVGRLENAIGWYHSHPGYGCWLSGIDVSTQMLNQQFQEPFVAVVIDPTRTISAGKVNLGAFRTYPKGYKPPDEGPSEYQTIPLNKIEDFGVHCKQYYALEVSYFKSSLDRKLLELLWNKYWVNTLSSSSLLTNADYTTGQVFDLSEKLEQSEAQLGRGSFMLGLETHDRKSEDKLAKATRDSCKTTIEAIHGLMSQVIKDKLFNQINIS
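Assay system: HEK293T-derived human Csn5 enzyme; quantity: 0.24 nM enzyme; medium: Tris/NaCl/DTT buffer, pH 7.5; also added: substrate SCFSkp2-Nedd8OG, 10 nM; doses: 12.5 µM compound; schedule: 90 min reaction at room temperature; signal: FP; read-out: % inhibition of substrate cleavage by Csn5; benchmarks: substrate-only high control, full reaction low control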
Rin1-Abl PPI inh: blocks binding of human Rin1 to Abl; AID 588664; P00519+Q13671; 360,000 tested, 0.4% active; inhibition, % at 7.35 µM; TR-FRET Rin1/Abl binding, biochemical; in the data active = inhibition above about 5%, passing the limit was not always enough
MsrA act: activates bovine MsrA enzyme; 360,000 tested, 0.3% active; purified bovine MsrA, absorbance read-out; activation, % at 10.6 µM; in the data active = activation above about 7.5%;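 note: 0% = vehicle and 100% = reference activator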
MsrA inhibitor: inhibits bovine methionine sulfoxide reductase A | inhibition, % at 15.5 µM | purified bovine MsrA, absorbance read-out | 360,000 tested, 0.75% active; in the data active = inhibition above about 4.5%;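 note: 0% = vehicle wells with enzyme and 100% = reference inhibitor wells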
Tb MetRS inh: blocks T. brucei methionyl-tRNA synthetase activity | purified T. brucei MetRS, ATP depletion, Kinase-Glo luminescence | inhibition, % at 11.9 µM | 360,000 tested, 0.4% active | AID 624268;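 active = inhibition above a per-plate cutoff of the control wells' mean inhibition plus 3 SD, cut at about 5.5% in these data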;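 note: 0% = DMSO wells median and 100% = median of wells with control inhibitor compound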
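technique = Kinase-Glo luminescence, ATP depletion format | system = purified MetRS (methionyl-tRNA synthetase) enzyme from Trypanosoma brucei | timing = 15 min preincubation, 2 h reaction, all 25 °C | evaluation = percent inhibition versus plate control medians | dosing = single dose, 11.9 µM final nominal, 0.9% final DMSO | also added = substrates ATP, L-methionine and bulk Escherichia coli tRNA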
FAS TE block: FAS thioesterase (human) inhibition; recombinant FAS-TE, OMFH fluorogenic substrate, fluorescence endpoint; 360,000 tested, 0.67% active; AID 602261; P49327; inhibition, % at 15 µM;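 active = compounds whose normalised, plate-corrected inhibition of enzyme fluorescence in the single-dose primary screen is 50% or more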;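 note: 0% = DMSO with enzyme and 100% = substrate without enzyme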
Starred values were filed as active, the others as inactive; i = inactive; . = no result given.

Short keys – A = E coli Lon inh; B = PABP1 MLLE inh; C = Neddylation inh; D = CSN inh; E = Rin1-Abl PPI inh; F = MsrA act; G = MsrA inhibitor; H = Tb MetRS inh; I = FAS TE block
COC(=O)CCC(=O)OC1(C)C(=O)C=C2C=C(C3CC3)N(CC3CC3)C=C2C1=O (stereo not drawn)
  A: 5 | B: 16 | C: i | D: 2 | E: 1 | F: -3 | G: 0.6 | H: 0.2 | I: 0
Cc1cccc(COC[C@H](Cc2ccccc2)N2CCN(C(=O)c3cc(Cl)cc(Cl)c3)CCC2=O)c1
  A: 5 | B: . | C: i | D: 2 | E: . | F: -8 | G: 1.6 | H: -2.0 | I: 23
CCC(Sc1nc2ccccc2o1)C(=O)O (stereo not drawn)
  A: 0 | B: 5 | C: i | D: 8 | E: 2 | F: -2 | G: -0.5 | H: -0.6 | I: -2
Cn1nccc1-c1ccc(C(=O)NCc2ccco2)c2occc12
  A: -5 | B: -2 | C: i | D: -2 | E: -1 | F: -5 | G: -1.3 | H: -0.3 | I: -6
Cc1cc(NC(=O)c2ccc(Cl)cc2)cc(C)c1OCC(=O)N1CCOCC1
  A: -7 | B: -11 | C: i | D: 6 | E: -1 | F: -2 | G: 0.8 | H: -0.6 | I: 0
COc1ccc([C@H]2CC(=O)C=C(c3ccc(Br)c4ccccc34)C2)cc1
  A: -10 | B: 12 | C: i | D: -1 | E: 0 | F: -4 | G: 0.4 | H: 0.0 | I: 42
O=C(CC(C(=O)O)c1ccccc1)Nc1cccc2ccccc12 (stereo not drawn)
  A: 5 | B: -4 | C: i | D: -12 | E: -2 | F: -6 | G: 0.0 | H: -0.1 | I: -11
COCCCn1c(SCC(=O)NC2CCS(=O)(=O)C2)nnc1-c1ccc(Cl)cc1 (stereo not drawn)
  A: -7 | B: -4 | C: i | D: -5 | E: -1 | F: 5 | G: 0.6 | H: -0.6 | I: -3
COc1ccc(CCC(=O)N2CCN(C3CCCCC3)CC2)cc1
  A: 2 | B: -3 | C: i | D: 1 | E: 2 | F: -2 | G: -0.5 | H: -0.3 | I: -8
COc1ccc(C2NC(=O)NC(C)=C2C(=O)Nc2cc(C)ccc2C)cc1OC (stereo not drawn)
  A: 2 | B: 20 | C: i | D: 1 | E: -3 | F: -2 | G: -0.5 | H: -0.3 | I: -7
O=C(COC(=O)c1ccccc1Br)NC(=O)NCc1ccccc1
  A: 2 | B: 2 | C: i | D: 1 | E: 0 | F: 1 | G: -0.5 | H: -0.2 | I: 15
Nc1nc2c(c3c1c(=O)oc1ccccc13)CCCCC2
  A: -3 | B: 3 | C: . | D: -6 | E: 2 | F: -1 | G: -0.4 | H: -0.8 | I: 0
Nc1c(C(=O)NCCN2CCOCC2)c2nc3ccccc3nc2n1CCc1ccccc1F
  A: -12 | B: -3 | C: . | D: 0 | E: -4 | F: -1 | G: -0.2 | H: 0.1 | I: 11
CCOC(=O)[C@@H]1[C@H]2COc3ccc(Br)cc3[C@@H]2N2C(=O)N(c3ccc(Br)cc3)C(=O)[C@@]12C
  A: 7 | B: 1 | C: i | D: -6 | E: 0 | F: -4 | G: -0.2 | H: -0.1 | I: 37
CSCCC(NS(=O)(=O)c1cccs1)C(=O)NCc1ccccc1 (stereo not drawn)
  A: -13 | B: 10 | C: i | D: 1 | E: 3 | F: -1 | G: -0.7 | H: 0.3 | I: -10

For convenience, 6 of the compounds above:
Short keys – A = E coli Lon inh; B = PABP1 MLLE inh; C = Neddylation inh; D = CSN inh; E = Rin1-Abl PPI inh; F = MsrA act; G = MsrA inhibitor; H = Tb MetRS inh; I = FAS TE block
COC(=O)CCC(=O)OC1(C)C(=O)C=C2C=C(C3CC3)N(CC3CC3)C=C2C1=O (stereo not drawn)
  A: 5 | B: 16 | C: i | D: 2 | E: 1 | F: -3 | G: 0.6 | H: 0.2 | I: 0
Cc1cccc(COC[C@H](Cc2ccccc2)N2CCN(C(=O)c3cc(Cl)cc(Cl)c3)CCC2=O)c1
  A: 5 | B: . | C: i | D: 2 | E: . | F: -8 | G: 1.6 | H: -2.0 | I: 23
CCC(Sc1nc2ccccc2o1)C(=O)O (stereo not drawn)
  A: 0 | B: 5 | C: i | D: 8 | E: 2 | F: -2 | G: -0.5 | H: -0.6 | I: -2
Cn1nccc1-c1ccc(C(=O)NCc2ccco2)c2occc12
  A: -5 | B: -2 | C: i | D: -2 | E: -1 | F: -5 | G: -1.3 | H: -0.3 | I: -6
Cc1cc(NC(=O)c2ccc(Cl)cc2)cc(C)c1OCC(=O)N1CCOCC1
  A: -7 | B: -11 | C: i | D: 6 | E: -1 | F: -2 | G: 0.8 | H: -0.6 | I: 0
COc1ccc([C@H]2CC(=O)C=C(c3ccc(Br)c4ccccc34)C2)cc1
  A: -10 | B: 12 | C: i | D: -1 | E: 0 | F: -4 | G: 0.4 | H: 0.0 | I: 42

More entries follow.
Short keys – A = E coli Lon inh; B = PABP1 MLLE inh; C = Neddylation inh; D = CSN inh; E = Rin1-Abl PPI inh; F = MsrA act; G = MsrA inhibitor; H = Tb MetRS inh; I = FAS TE block
CCOC(=O)c1c(NC(=O)COC(=O)c2ccc(O)cc2)sc(C(=O)NC)c1C
  A: -7 | B: -11 | C: i | D: 4 | E: -2 | F: -3 | G: 0.8 | H: 0.1 | I: 16
COc1ccccc1-c1cc(C(=O)Nc2ccccc2SC)no1
  A: 1 | B: 1 | C: . | D: -5 | E: -2 | F: -5 | G: -0.6 | H: -1.4 | I: -2
C=CCN(C(=O)CSc1nc2ccsc2c(=O)n1Cc1ccccn1)c1ccccc1
  A: -3 | B: 30 | C: i | D: 4 | E: 2 | F: 1 | G: 2.0 | H: -0.5 | I: 2
CC(=O)NCCC(=O)N(Cc1ccccc1)c1nc2c(C)cccc2s1
  A: 0 | B: -1 | C: i | D: -2 | E: 3 | F: -5 | G: -1.1 | H: -0.2 | I: 8
O=C(NC(Cc1cn(Cc2ccccc2)cn1)C(=O)O)OCC1c2ccccc2-c2ccccc21 (stereo not drawn)
  A: -10 | B: 4 | C: i | D: -8 | E: 0 | F: -4 | G: . | H: -0.3 | I: 5
CCC(Oc1ccccc1)C(=O)Nc1ncc([N+](=O)[O-])s1 (stereo not drawn)
  A: 2 | B: -8 | C: i | D: -7 | E: 2 | F: -3 | G: 1.3 | H: 0.4 | I: 1
CCC(C)N(C(=O)c1csnn1)C(C(=O)NC1CCCC1)c1c(F)cccc1Cl (stereo not drawn)
  A: 1 | B: 14 | C: i | D: 2 | E: 1 | F: -4 | G: -0.5 | H: 0.2 | I: 1
CN(C1CCCCC1)S(=O)(=O)c1ccc(C(=O)O)cc1
  A: 7 | B: 7 | C: i | D: -8 | E: -7 | F: -4 | G: 0.9 | H: -1.2 | I: -5
CC(=O)c1ccc(OCc2cc(C(=O)N3CCCCCCC3)no2)cc1
  A: 9 | B: -6 | C: i | D: 0 | E: 2 | F: -7 | G: -1.2 | H: -0.2 | I: 6
Cn1cnnc1SCC(=O)Nc1ncc(C(F)(F)F)cc1Cl
  A: 5 | B: 15 | C: i | D: 2 | E: 1 | F: -2 | G: 0.3 | H: -0.2 | I: -2
c1ccc(-c2csc(-c3ccncc3)n2)cc1
  A: 9 | B: 4 | C: i | D: -1 | E: -2 | F: -8 | G: 1.8 | H: -0.8 | I: 0
Cc1cc(C)c(S(C)(=O)=O)c(S(=O)(=O)c2ccc(Cl)cc2)n1
  A: 3 | B: -3 | C: i | D: 2 | E: 1 | F: 1 | G: -0.7 | H: 0.1 | I: -7
